# Screens from PubChem BioAssay.
# TTR transcr act – TTR transcription activators in neuroblastoma reporter cells, primary screen, cell-based, luminescence, SH-SY5Y, TTR promoter Gaussia luciferase; 100% = recombinant luciferase protein wells; activation, % at 16.7 µM; 1.3% of 92,000 active;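 active = activation above the mean of all tested compounds plus 3 SD, cut at about 9.5% in these data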;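 note: cells exposed to compounds for one day before reading; 0% = median of all test compound wells on the plate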
# Active calls of the source: *; & = joins results of further samples. Some of the compounds tested, so the mix of outcomes need not match the whole.
# The opening 20 compounds, ahead of the listing:
SMILES,TTR transcr act
COc1ccc(CNC2CCC23CCCCC3)cc1OC (stereo not given),-1.0
CCc1ncc(C(O)c2ccc(Cl)cc2)n1Cc1ccccc1 (stereo not given),-3.0
O=C1/C(=C/c2cccnc2)SC(=S)N1c1ccccc1,3.6
C=CCNC(=S)Nc1ccc2cn[nH]c2c1,-0.3
O=C(NCC(=O)N(c1ccccc1)C(C(=O)NC1CCCCC1)c1cccnc1)c1cccs1 (stereo not given),-1.0
COc1ccccc1NS(=O)(=O)c1cccc(C(=O)N/N=C(\C)c2ccc(-n3ccnc3)cc2)c1,1.2
O=C(NCCc1ccccc1)C(c1cccs1)N(C(=O)CCl)c1ccc(Cl)cc1 (stereo not given),-5.5
COc1cc(OC)cc(C(=O)NCC(=O)OCC(=O)N2c3ccccc3NC(=O)C2(C)C)c1,0.2
CC(C)CCN1CCN(Cc2cccc3nonc23)CC1CCO (stereo not given),3.3
C/C(=N\NC(=O)c1ccoc1C)c1ccccc1,-2.6
O=[N+]([O-])c1ccc(C2CNC(c3ccccc3)O2)cc1 (stereo not given),-1.2
O=C(Cc1cccc2ccccc12)N/N=C/c1ccc(Sc2cccc3cccnc23)o1,-3.6
CNC(=O)OCc1nc(SSC(C)(C)C)n(C)c1COC(=O)NC,-1.1
CC(=O)OCc1ccccc1Sc1ccccc1C(=O)NCc1ccccc1,-0.7
O=c1[nH]c(-c2ccccn2)nc2sc(-c3ccccc3)cc12,-6.0
CCc1nc2ccc(C(=O)NCCCN3CCCC3=O)cn2c1N(CC)CCOC,1.2
O=C1Nc2ccccc2SC1c1ccccc1Cl (stereo not given),-0.7
N#CC(c1ccccn1)(c1ncc(C(F)(F)F)cc1Cl)N1CCOCC1 (stereo not given),5.0
O=C(/C=C/c1ccccc1)N1CCN(CC(O)COc2ccccc2)CC1 (stereo not given),-1.1
CC1(C)CC(=O)C(C=NCCCN2CCOCC2)=C(O)C1,-2.8

# The whole of this part, from the first entry:
SMILES,TTR transcr act
COc1ccc(CNC2CCC23CCCCC3)cc1OC (stereo not given),-1.0
CCc1ncc(C(O)c2ccc(Cl)cc2)n1Cc1ccccc1 (stereo not given),-3.0
O=C1/C(=C/c2cccnc2)SC(=S)N1c1ccccc1,3.6
C=CCNC(=S)Nc1ccc2cn[nH]c2c1,-0.3
O=C(NCC(=O)N(c1ccccc1)C(C(=O)NC1CCCCC1)c1cccnc1)c1cccs1 (stereo not given),-1.0
COc1ccccc1NS(=O)(=O)c1cccc(C(=O)N/N=C(\C)c2ccc(-n3ccnc3)cc2)c1,1.2
O=C(NCCc1ccccc1)C(c1cccs1)N(C(=O)CCl)c1ccc(Cl)cc1 (stereo not given),-5.5
COc1cc(OC)cc(C(=O)NCC(=O)OCC(=O)N2c3ccccc3NC(=O)C2(C)C)c1,0.2
CC(C)CCN1CCN(Cc2cccc3nonc23)CC1CCO (stereo not given),3.3
C/C(=N\NC(=O)c1ccoc1C)c1ccccc1,-2.6
O=[N+]([O-])c1ccc(C2CNC(c3ccccc3)O2)cc1 (stereo not given),-1.2
O=C(Cc1cccc2ccccc12)N/N=C/c1ccc(Sc2cccc3cccnc23)o1,-3.6
CNC(=O)OCc1nc(SSC(C)(C)C)n(C)c1COC(=O)NC,-1.1
CC(=O)OCc1ccccc1Sc1ccccc1C(=O)NCc1ccccc1,-0.7
O=c1[nH]c(-c2ccccn2)nc2sc(-c3ccccc3)cc12,-6.0
CCc1nc2ccc(C(=O)NCCCN3CCCC3=O)cn2c1N(CC)CCOC,1.2
O=C1Nc2ccccc2SC1c1ccccc1Cl (stereo not given),-0.7
N#CC(c1ccccn1)(c1ncc(C(F)(F)F)cc1Cl)N1CCOCC1 (stereo not given),5.0
O=C(/C=C/c1ccccc1)N1CCN(CC(O)COc2ccccc2)CC1 (stereo not given),-1.1
CC1(C)CC(=O)C(C=NCCCN2CCOCC2)=C(O)C1,-2.8
CCN1CCN(C(c2cc3cc4c(cc3[nH]c2=O)OCO4)c2nnnn2C(C)(C)CC)CC1 (stereo not given),1.1
CC1(C)CC(=O)c2c(O)cc(OCC(=O)N3CCN(c4ccccc4)CC3)cc2O1,-0.5
COc1ccc(NC(=O)CCCC2CCCCC2)cc1S(=O)(=O)N1CCCCC1,0.5
O=C(C[n+]1cc(-c2ccc(F)cc2)n2c1CCC2)c1cccs1,4.5
CCCOc1ccc(Oc2nc(-c3ccncc3)nc3ccccc23)cc1,0.2
CCCC(=O)N1CC(=O)Nc2ccc(C)cc2C1c1ccc(F)cc1 (stereo not given),-0.5
CCOC(=O)c1c(NC(=O)Cc2cccs2)sc(C)c1C,0.0
CCCCN(CC)Cc1ccc(CNC(=S)Nc2c(C)cc(C)cc2C)o1,2.4
Cc1ccc(S(=O)(=O)N(C)C(=O)NC(=O)NS(=O)(=O)c2ccccc2)cc1,4.1
CC(NC(=O)c1ccccc1)c1nnc(SCC(=O)NC2CCCC2)n1C (stereo not given),0.7
O=c1c2[nH]c3ccccc3c2ncn1CCC1=CCCCC1,-0.9
CCc1cc2cc3c(cc2nc1SCC(=O)Nc1nnc(C)s1)OCCO3,0.0
Cc1ccc(C(=O)NNC(=O)CCN2C(=O)C3CCCCC3C2=O)cc1 (stereo not given),1.9
Cc1cccc(NCc2ccc([N+](=O)[O-])s2)c1,-1.3
CC(NC(=O)C(=O)NCC1CCCO1)c1ccccc1 (stereo not given),-0.7
Cn1c(=O)n(C)c2cc(NS(C)(=O)=O)ccc21,-0.6
CC(NCc1ccccc1Cl)C(=O)Nc1ccc(S(=O)(=O)N2CCCC2)cc1 (stereo not given),5.9
O=c1[nH]c(Cn2nnc(-c3ccccc3)n2)nc2scc(-c3ccccc3)c12,2.6
COc1ccc(CC(=O)n2nc(-c3ccccc3)nc2NCc2ccco2)cc1,1.2
COc1cccc(CN(C(=O)c2cc3ccccc3oc2=O)C2CCS(=O)(=O)C2)c1 (stereo not given),-0.5
CCOC(=O)Cc1csc(Nc2ccc(Cl)cc2)n1,-1.2
C=CCn1c(SCc2c(C)noc2C)nnc1C1COc2ccccc2O1 (stereo not given),-1.1
Cc1cc2nc(C3CCCN(C(=O)NCc4ccccc4)C3)[nH]c2cc1C (stereo not given),-0.8
COc1cccc(C(=O)NC(=O)Nc2cc(C)[nH]n2)c1,-1.9
O=C1C2C3C=CC(C4CC34)C2C(=O)N1Cc1ccccc1 (stereo not given),-2.1
COc1cccc(C2CC(=O)Nc3cc(C)c(C)cc32)c1 (stereo not given),-1.1
FC(F)(F)c1ccccc1-n1c(-c2cnccn2)n[nH]c1=S,-1.9
COc1ccc(N2C(=O)CC(NNc3nc4ccccc4s3)C2=O)cc1 (stereo not given),-0.8
O=C(CN(Cc1ccco1)C(=O)Cn1nnc(-c2ccc(F)cc2)n1)NC1CCCC1,-0.3
c1ccc2oc(NC3=NCN(C4CCCCC4)CN3)nc2c1,2.3
# (listing goes on)
SMILES,TTR transcr act
CCc1ccccc1NC(=O)CCS(=O)(=O)c1ccc(Br)cc1,0.4
O/N=C/c1ccc2ccccc2c1,3.2
CCn1c(-c2ccccc2)csc1=Nc1ccc(S(=O)(=O)O)cc1,0.3
COc1ccc(S(=O)(=O)CCC(=O)Nc2c(C)n(C)n(-c3ccccc3)c2=O)cc1,1.0
CCN(CC)S(=O)(=O)c1ccc(Cl)c(NC(=O)c2cc(Cl)ccc2Cl)c1,4.6
CCOc1ccc(NC(=O)CNC(=O)Cc2ccccc2)cc1,-1.6
CCNC(=O)c1cc(Cl)ccc1OC,-0.5
N/C(=N\OC(=O)CCC1CCCCC1)c1ccccn1,2.0
O=C(NCCCn1ccnc1)/C(=C\c1cccs1)NC(=O)c1ccccc1,1.1
CCOc1ccc(CNC2CCCc3ccccc32)cc1 (stereo not given),1.1
CC(C)(CNC(=O)c1sc2cc(F)ccc2c1Cl)N1CCOCC1,-0.1
Nc1c(C(=O)c2ccc(Br)cc2)oc2ccccc12,-1.8
COc1cccc(-c2nn(-c3ccccc3)cc2/C=C(/NC(=O)c2ccccc2)C(=O)O)c1,1.1
CC(=O)OCC(=O)Nc1ccc(C(C)=O)cc1,0.2
O=C(Cn1ccc([N+](=O)[O-])n1)NCc1ccco1,-0.1
COc1ccc(NC(=O)CCS(=O)(=O)c2ccccc2)c(OC)c1,0.3
CCOC(=O)C1CCN(C(=O)Cc2ccc(-c3ccccc3)cc2)CC1,-0.4
COc1cc(-c2nnc(-c3cccnc3)o2)cc(OC)c1OC,-0.5
CCOC(=O)c1cn(Cc2ccc(Cl)cc2Cl)c2cc(C)nn2c1=O,-0.2
O=C(CNc1ccc(Br)cc1)Nc1ccc(S(=O)(=O)N2CCCC2)cc1,2.3
CN1C2CCC1CC(NC(=O)CSc1ccc(C(C)(C)C)cc1)C2 (stereo not given),1.6
Cc1cccc(NC(=O)c2ncn3c2C(=O)NC[C@@H]3C)c1,2.8
CN1CCC(OC(=O)COc2ccc(Cl)cc2Cl)CC1,0.7
Cc1nn2c(SCC(=O)c3cccs3)cc(C(C)(C)C)nc2c1-c1ccccc1,2.3
COc1ccc(CCNS(=O)(=O)c2ccc(-n3cnnn3)c(OC)c2)cc1OC,-1.7
CCOC(=O)C1(C)CCCN1C(=O)c1cncc(Br)c1 (stereo not given),-1.4
CCC(=O)OC1CSc2nc3ccccc3n2C1 (stereo not given),2.7
c1ccc(Sc2ccccn2)cc1,0.7
CC(C)(C)c1ccc(OC2=CS(=O)(=O)c3ccccc32)cc1,-1.9
CC(=O)Nc1ccc(C(=O)NN2C(=O)NC3(CCCCC3)C2=O)cc1,-0.4
Cc1ccc(/C(N)=N/OC(=O)c2cccc(F)c2)cc1,1.3
CCCCN(C(=O)c1cccs1)c1c(N)n(Cc2ccccc2)c(=O)[nH]c1=O,0.2
COC(=O)c1cc(C(C)=O)n2ccccc12,-2.1
CC(C)CC(=O)NCCCN1CCN(CCCNC(=O)CC(C)C)CC1,3.6
C[C@H](CO)N1C[C@H](C)[C@@H](CN(C)C(=O)C2CCOCC2)Oc2ncc(Br)cc2C1=O,-0.5
COC(=O)[C@@]12CCCCC=C1N(CCc1ccc(Cl)cc1)C(=O)[C@H]2CC(=O)NCCCCc1ccccc1,-2.1
CCNC(=S)N/N=C/c1cc(Br)cc(Br)c1OC,0.6
COc1ccccc1N1CCN(/N=C/c2cccc(O)c2)CC1,-0.9
CCn1ncc(C2=NOC(C(=O)NCC(C)C)C2)c1C (stereo not given),2.2
CC1(C)Cc2c(cnn2-c2cccc(F)c2)C(NC(=O)CSc2ccccn2)C1 (stereo not given),-1.6
COc1ccc(NC(=O)c2cc3c(=O)n(C)c4ccccc4c3n2C)cc1Cl,-0.4
O=C(O)c1cccc(COc2ccc3c(c2)CCC3)c1,0.9
CCOCCCNC(=O)CN1C(=O)CSc2ccccc21,0.7
C=C(C)C(O)Cc1c(OC)ccc(C(=O)/C=C/c2ccc(O)cc2)c1O (stereo not given),-1.3
COc1ccc(S(=O)(=O)NCCC(=O)OCc2cc(=O)oc3cc(C)ccc23)cc1[N+](=O)[O-],-1.9
Cc1ccc(NC(=O)NNC(=O)CN2C(=O)COc3ccccc32)cc1,5.8
CCc1nc(N)nc(N)c1-c1ccc(Cl)c(N=[N+]=[N-])c1,-1.8&-1.0
O=C(C(=S)N1CCOCC1)c1c[nH]c2ccccc12,-0.7
Cc1ccc(NC(=S)NCc2ccccc2)cc1S(=O)(=O)N1CCCCC1,-1.1
Cc1ccc(S(=O)(=O)Oc2ccccc2/C=N/N=C(N)N)cc1,0.0
# Going on with the list:
SMILES,TTR transcr act
CCOC(=O)C(NCCc1ccccc1)(NC(C)=O)C(F)(F)F (stereo not given),0.6
Cn1c(=O)c2cn3c(c2n(C)c1=O)C(c1ccccc1)CC(c1ccccc1)=N3 (stereo not given),0.6
COc1ccc(-c2nnc(N3CCOCC3)c3ccccc23)cc1,7.2
CCC(C(=O)NCc1ccc(F)cc1)n1nc(C)n2c(cc3occc32)c1=O (stereo not given),2.2
COC(=O)N/N=C/c1cccc(OC(=O)c2ccc3c(c2)OCO3)c1,1.2
O=C(Nc1ncnc2c1C(c1ccccc1)c1c(ccc3ccccc13)O2)c1ccccc1 (stereo not given),-5.9
CC1CC(=O)N(C)c2ccc([N+](=O)[O-])cc2N1 (stereo not given),1.8
O=C(CCNS(=O)(=O)c1cccc2nsnc12)N1CCc2ccccc21,-1.7
Clc1ccc(-c2nnc(-c3cccnc3)o2)cc1,0.3
CC1=C(C(=O)N2CCCCCC2)CC(CC(=O)NCCCN(C)C)C(=O)N1Cc1ccccc1 (stereo not given),1.7
O=C(OCc1cn(Cc2ccc(F)cc2F)nn1)N1CCOCC1,-1.3
COc1ccc(-n2cnc3scc(-c4ccc(OC)c(OC)c4)c3c2=O)cc1,1.6
O=C(Nc1ccc(S(=O)(=O)Nc2ncccn2)cc1)c1ccccc1Br,-1.3
O=C(O)c1cc([N+](=O)[O-])ccc1NCc1ccccc1Cl,3.9
C[C@@H](CSc1ccccc1)CN1CC[C@H](O)CCC1=O,4.1
O=S(=O)(Nc1cccc2cn[nH]c12)c1ccc(F)cc1,2.4
O=C(O)c1ccccc1NCCO,0.9
Nc1nnnn1CC(=O)N/N=C/c1ccc(-c2cccc(Cl)c2)o1,-0.8
C[C@H](CCC(=O)OCc1cn(CC(=O)c2ccc(O)cc2)nn1)C1CC[C@H]2[C@@H]3CC[C@@H]4C[C@H](O)CC[C@]4(C)[C@H]3C[C@H](O)[C@]12C (stereo not given in full),-0.5
Cc1ccc2c(c1)C1CN(C)CCC1N2C(=O)COc1ccc(N(C)C(=O)c2ccccc2)cc1 (stereo not given),1.1
CCCCCN(C(=O)NC(=O)Nc1ccc(C)cc1C)S(C)(=O)=O,0.5
CC(Sc1nnc(-c2ccc(C(C)(C)C)cc2)n1C)C(N)=O (stereo not given),-2.6
CC(C)(C)NS(=O)(=O)c1ccc(CCC(=O)NCc2ccccn2)cc1,1.9
O=C(Nc1cccc(Cl)c1)N1CCOCC1,-0.9
Cc1ccc(Sc2cc(C(=O)NCCN(C)C)c3ccccc3n2)cc1,0.1
COC(=O)c1ccc(N2CCN(C)CC2)c(NC(=O)c2sc3ccccc3c2Cl)c1,3.5
Cc1nn(Cc2ccc([N+](=O)[O-])cc2)c(=O)n1-c1ccc(F)cc1,1.8
O=C(c1ccco1)N1CCN(Cc2nnc(-c3ccccc3F)o2)CC1,-0.1
COc1ccc(N2CCN(c3ccc(NC(=O)NN)cc3)CC2)cc1,0.7
CC(=O)Cc1nsc(NC(=O)c2cccc(F)c2)n1,4.0
